Sm TGR block: qHTS Assay for the Inhibitors of Schistosoma Mansoni Peroxiredoxins; purified TGR, DTNB reduction, TNB absorbance 405 nm; Schistosoma mansoni thioredoxin glutathione reductase (TGR), Q962Y6; hit rate 3% among 360,000; Potency, µM (series often up to 114 µM), without a hit: at the top dose activity change, negative = inhibition, usual class: inhibitors; AID 485364, 2010; also: nearly all actives have a fitted effect of over 60% in size
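TGR 20 nM + NADPH 100 uM (dispensed conc.), cpd preinc 15 min RT; start with NADPH (500 uM addition) then DTNB (15 mM addition). Kinetic TNB absorbance, 405 nm filter. Four-parameter Hill fit across titration.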
Tb PYK inh: qHTS of Trypanosoma Brucei Inhibitors. TbPYK enzyme, Kinase-Glo Plus ATP luminescence, 45 min. AID 624173, 2012. hit rate 0.12% among 410,000. pyruvate kinase (Trypanosoma brucei), Q57TT1. Potency, µM (top dose mostly 76.8 µM), for inactives: at the top dose activity, negative = inhibition, usual class: inhibitors; also: nearly all actives have a fitted effect of over 50% in size
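T. brucei PYK with substrate was exposed to pin-transferred compounds across a concentration series, then started with 130 uM ADP (final). After 45 min at room temperature, Kinase-Glo Plus luminescence was read, normalized and curve-fitted.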
* marks the source's active call; other numbers are inactive results; u = inconclusive; [ ] = another dose, or the depositor's remark. Calls follow the shape of the dose curve; as a rule, active = well fitted curve in the direction sought with a large enough effect; inconclusive = small, poorly fitted or top-dose-only effect, or another doubt; inactive = no such curve, though single readings can be large; an effect the other way counts as inactive or inconclusive. % is scaled to controls: 0 for no effect and ±100 for the full control effect; potency is read from the fitted curve at half-maximal effect. Not all compounds are listed. The share of hits here may be higher or lower than overall.

1) COc1ccc(N2CCN(Cc3nc4c(c(=O)[nH]c(=O)n4C)n3CC(C)C)CC2)cc1
2) Cc1cccc(CNC(=O)CN2CC(C)Sc3ccccc32)c1 (stereo unspecified)
3) O=C(NCCc1csc(-c2ccc(F)cc2)n1)c1c(F)cccc1Cl
4) COc1cccc(-c2cc(C(=O)Nc3cc(OC)c(OC)c(OC)c3)on2)c1
5) CNC(=O)c1ccc2nc(Cc3ccccc3)oc2c1
entry no.,1,2,3,4,5
Tb PYK inh,4%,0%,1%,-1%,-1%
Sm TGR block,-10%,4%,-13%,-1%,1%

6) COC(=O)c1ccc(OCC2c3cc(OC)c(OC)cc3CCN2C(=O)COc2ccc(Cl)cc2)cc1 (stereo unspecified)
7) COc1nnc(-c2ccc(N3CCCCC3)c(NC(=O)c3ccc(C)cc3)c2)c2ccccc12
8) Cc1ccc(NC(=O)CCCn2c(=O)c3cccn3c3ccccc32)c(Cl)c1
9) COC(=O)c1cc(NC(=O)Cn2nc(-c3ccccc3)c3c(c2=O)CCCC3)cc(C(=O)OC)c1
10) Cc1ccc(CN(C(=O)COc2ccc(Cl)cc2C)C2CCS(=O)(=O)C2)o1 (stereo unspecified)
entry no.,6,7,8,9,10
Tb PYK inh,-5%,-3%,-9%,2%,1%
Sm TGR block,3%,0%,4%,-9%,-26%

11) Cc1ccc(CCNC(=O)C2CCN(c3nnc(C)c4c(C)n(-c5ccccc5)nc34)CC2)cc1
12) CN1c2ccccc2-c2nc(SCC(=O)Nc3ccccc3)ncc2S1(=O)=O
13) COc1ccc(CCNCc2ccc3c(c2)n(C)c(=O)n3C)cc1OC
14) CN(C)c1ccc(CNC(=O)c2ccc(Cn3c(=O)c4cccn4c4cccnc43)cc2)cc1
15) Fc1ccc(C(c2nnc(-c3ccccc3)o2)N2CCN(c3cccc(Cl)c3)CC2)cc1 (stereo unspecified)
entry no.,11,12,13,14,15
Tb PYK inh,-20%[15.4 µM],2%,-9%,-4%,-1%
Sm TGR block,-1%,-1%,-9%,-1%,4%

16) COc1ccc(NC(=O)c2ccco2)cc1NC(=O)COc1ccccc1Cl
17) CCOC(=O)c1ccc(NC(=O)CSc2nc3ncc(Br)c(C)c3[nH]2)cc1
18) CCOc1ccccc1C1CC(=O)Nc2c1c(=O)n(C)c1ncnn21 (stereo unspecified)
19) O=S(=O)(Nc1ccc(-c2ccc(N3CCCC3)nn2)cc1)c1ccc(Cl)cc1
20) COc1ccc(C)cc1NC(=O)c1oc2ccc(S(=O)(=O)N3CCOCC3)cc2c1C
entry no.,16,17,18,19,20
Tb PYK inh,-12%,-7%,0%,0%,4%
Sm TGR block,-2%,13%,-1%,7%,5%

As entered above.
Value for CCOc1ccccc1C1CC(=O)Nc2c1c(=O)n(C)c1ncnn21 (stereo unspecified) in Tb PYK inh: 0%
Value for O=S(=O)(Nc1ccc(-c2ccc(N3CCCC3)nn2)cc1)c1ccc(Cl)cc1 in Sm TGR block: 7%
Value for CCOC(=O)c1ccc(NC(=O)CSc2nc3ncc(Br)c(C)c3[nH]2)cc1 in Sm TGR block: 13%
Value for COc1ccc(C)cc1NC(=O)c1oc2ccc(S(=O)(=O)N3CCOCC3)cc2c1C in Tb PYK inh: 4%
Value for COc1ccc(NC(=O)c2ccco2)cc1NC(=O)COc1ccccc1Cl in Sm TGR block: -2%

New compounds follow.
21) Cc1ccc(Cn2cc(CCC(=O)NCc3ccccc3F)c3ccccc32)cc1
22) Cc1ccccc1OCC(=O)OCc1cc(=O)n2nc(-c3cccs3)sc2n1
23) Cc1cc(=O)[nH]c2nnc(SCc3ccccc3F)n12
24) CCOC(=O)c1c(-c2ccc(OC)cc2)oc2ccc(OCc3ccc(F)cc3F)cc12
25) CCCCN(CCCC)C(=O)C1CCN(S(=O)(=O)c2cccc3nsnc23)CC1
entry no.,21,22,23,24,25
Tb PYK inh,4%,-1%,-9%,0%,5%
Sm TGR block,4%,7%,7%,4%,-1%

26) Cn1cc(S(=O)(=O)N2CCCCCC2)cc1C(=O)Nc1ccc(Cl)c(C(F)(F)F)c1
27) O=C(NCCc1ccccc1)C(=O)NCC(c1cccnc1)N1CCN(c2ccccc2)CC1 (stereo unspecified)
28) Cc1ccc(NC(=O)Nc2nnc(N3CCCC3)s2)c(C)c1
29) Cc1ccc(NC(=O)COc2ccc3oc4c(c3c2)CCCC4)cc1C
30) CC(=O)c1ccc(NC(=O)CCSc2nc(-c3ccco3)cc(C(F)(F)F)n2)cc1
entry no.,26,27,28,29,30
Tb PYK inh,6%,-7%,1%,0%,-10%
Sm TGR block,1%,-7%,0%,13%,u

Structures listed so far containing two or more sulfur atoms, in the order listed:
12) CN1c2ccccc2-c2nc(SCC(=O)Nc3ccccc3)ncc2S1(=O)=O
22) Cc1ccccc1OCC(=O)OCc1cc(=O)n2nc(-c3cccs3)sc2n1
25) CCCCN(CCCC)C(=O)C1CCN(S(=O)(=O)c2cccc3nsnc23)CC1
entry no.,12,22,25
Tb PYK inh,2%,-1%,5%
Sm TGR block,-1%,7%,-1%

Following part
31) COc1ccc(OCC(=O)Nc2cc(-c3ccccc3F)nn2-c2ccccc2)cc1
32) CCOc1ccc(C(=O)NCCn2cc(SCC(=O)NCCc3ccc(OC)c(OC)c3)c3ccccc32)cc1
33) CN(C1CCCCC1)S(=O)(=O)c1ccc2c(c1)c(=O)c(C(=O)NCc1ccc(Cl)cc1)cn2C
34) O=C(CSc1cn(CC(=O)N2CCCCC2)c2ccccc12)Nc1ccccc1
35) Cc1cccc(Oc2ccc(NC(=O)CCC(=O)OCC(=O)c3ccc(Br)cc3)cc2)c1C
entry no.,31,32,33,34,35
Tb PYK inh,0%,-4%,-2%,0%,-5%
Sm TGR block,8%,-9%,-1%,11%,-7%

36) Cc1c(Cl)cccc1NC(=O)NCc1c(-n2cccc2)sc2c1CCCC2
37) COc1cccc(CNC(=O)c2cccc(NC(=O)c3nsc4ccccc34)c2)c1
38) CCOCN(C(=O)Cn1cnc2cc(C)c(C)cc21)c1c(C)cccc1CC
39) Cc1ccccc1C(=O)Oc1c(Sc2ccccc2)c(C)nn1C(C)(C)C
40) COc1ccc(C(=O)NCCc2csc(-c3ccc(Cl)cc3)n2)cc1
entry no.,36,37,38,39,40
Tb PYK inh,-4%,-7%,-3%,-8%,6%
Sm TGR block,7%,1%,3%,1%,10%

41) CC(C)(C)OC(=O)N1CCC(c2c(C(=O)Nc3cccc(C(F)(F)F)c3)cnn2-c2ccc(F)cc2F)CC1
42) CCC(=O)N1CCc2cc(Br)cc(S(=O)(=O)CCC(=O)N3CCN(c4ccccc4OC)CC3)c21
43) Cc1ccc2nc(CSc3nnc(NC(=O)C(C)C)s3)cc(=O)n2c1
44) COCc1cc(C)nc2sc3c(c12)NC(c1ccccc1C(=O)O)N(c1cccc(C(F)(F)F)c1)C3=O (stereo unspecified)
45) COc1ccc(CCNC(=O)c2ccc3c(c2)nc2n3CCC(C)C2)cc1OC (stereo unspecified)
entry no.,41,42,43,44,45
Tb PYK inh,5%[15.4 µM],-3%,0%,4%,0%
Sm TGR block,2%,-13%,0%,0%,-2%

46) CCOC(=O)c1c(-c2ccccc2)oc2ccc(OCc3ccccc3Br)cc12
47) CCCN(CCC)C(=O)Cn1c(=O)n(-c2cccc(OC)c2)c(=O)c2c3c(sc21)CCCC3
48) CCc1ccc(OCC(=O)NCC(c2ccc(OC)cc2)N2CCOCC2)cc1 (stereo unspecified)
49) Cc1ccc(OCCOCCn2c(-c3ccc(Cl)cc3)nc3ccccc3c2=O)cc1
50) Cn1cc(C(=O)O)c(=O)c2cc(S(=O)(=O)N3CCOCC3)ccc21
entry no.,46,47,48,49,50
Tb PYK inh,2%,2%,1%,2%,-4%
Sm TGR block,-10%,9%,-5%,16%,2%

51) Cc1ccccc1NS(=O)(=O)c1nnc(NC(=O)c2ccco2)s1
52) CCc1ccc(NC(=O)C(=O)NCC(c2cccnc2)N2CCOCC2)cc1 (stereo unspecified)
53) Cc1ccccc1-c1nc(CNC(=O)Nc2ccccc2)c(C)o1
54) COc1ccc(C(=O)N2CC(=O)Nc3ccc(C)cc3C2c2ccccc2)c(OC)c1 (stereo unspecified)
55) CCN1CCN(c2nnc(-n3cccc3C(=O)NCc3ccccc3OC)s2)CC1
entry no.,51,52,53,54,55
Tb PYK inh,-8%,2%,-3%,3%,0%[15.4 µM]
Sm TGR block,10%,2%,4%,4%,6%

A different layout for some results above.
| item | SMILES | Tb PYK inh | Sm TGR block |
| --- | --- | --- | --- |
| 55 | CCN1CCN(c2nnc(-n3cccc3C(=O)NCc3ccccc3OC)s2)CC1 | 0%[15.4 µM] | 6% |
| 53 | Cc1ccccc1-c1nc(CNC(=O)Nc2ccccc2)c(C)o1 | -3% | 4% |

Carrying on.
56) CCc1nn2c(-c3ccco3)ccnc2c1-c1ccc(F)cc1
57) COC(=O)c1sccc1S(=O)(=O)N1CCN(c2ccc(C(C)=O)cc2)CC1
58) CCN1C(=O)c2ccccc2Sc2ccc(NC(=O)c3ccc(C#N)cc3)cc21
59) COc1ccc(C(=O)NCC(c2cccnc2)N2CCc3ccccc32)cc1 (stereo unspecified)
60) O=c1n(Cc2ccc(F)cc2)c2ccccc2c2nc(-c3ccccc3)nn12
entry no.,56,57,58,59,60
Tb PYK inh,-7%,4%,3%,-10%,3%
Sm TGR block,-2%,-9%,7%,0%,5%

61) Cc1cccc(CCNC(=O)c2ccc(CSCc3cccc(Cl)c3)o2)c1
62) Cc1ccc(NC(=O)NCc2cccn2Cc2ccccc2)c(C)c1
63) Cc1ccccc1Nc1c(-c2ccc(O)cc2)nc2c(C)cccn12
64) CN(C1CCCCC1)S(=O)(=O)c1ccc2c(c1)c(=O)c(C(=O)NCCc1ccccc1)cn2C
65) CCCOc1ccc(NC(=O)CC2C(=O)N(c3ccccc3)C(=O)N2Cc2ccco2)cc1 (stereo unspecified)
entry no.,61,62,63,64,65
Tb PYK inh,-2%,-6%,1%,9%,2%
Sm TGR block,3%,40%[activator],3%,1%,0%

66) COc1ccc(N2CCN(C(c3ccccc3)c3nnc(-c4ccccc4Cl)o3)CC2)cc1 (stereo unspecified)
67) CCOC(=O)c1ccc(NC(=O)Cn2cc(S(=O)(=O)Cc3ccccc3F)c3ccccc32)cc1
68) CCc1ccc(OCC(=O)Nc2c(C(=O)c3ccccc3)oc3ccccc23)cc1
69) Cc1nc2cccnc2n1-c1cccc(C(=O)N2CCN(c3cccc(Cl)c3)CC2)c1
70) CCOC(=O)c1cc(-c2ccc(OC)cc2)n(CCC(=O)NC2CCCCC2)c1C
entry no.,66,67,68,69,70
Tb PYK inh,2%,0%[15.4 µM],3%,12%[15.4 µM],1%
Sm TGR block,2%,-2%,4%,9%,6%

71) CSc1nc(=O)c2c(n1C)NC(=O)CC2c1ccccc1OC(C)C (stereo unspecified)
72) Cc1ccc(-c2nc3ccccn3c2Nc2ccccc2C)s1
73) CCn1c(=O)c2cc(C(=O)NC3CCCCCC3)sc2c2ccccc21
74) Cc1cc2nc(-c3ccc(OCc4ccc(F)cc4)cc3)cc(C(F)(F)F)n2n1
75) CC(=O)c1ccc(NC(=O)CCn2cccn2)cc1
entry no.,71,72,73,74,75
Tb PYK inh,0%,-3%,-12%,-5%,-3%
Sm TGR block,3%,u,-2%,4%,6%

76) C=Cc1ccc(Cn2c(C(=O)O)c(CNCCc3ccccc3)c3ccc(C)cc32)cc1
77) COc1ccc(-c2noc(CSc3nc(C)cc(=O)[nH]3)n2)cc1OC
78) Cc1cccc(N2CCN(C(=O)CS(=O)(=O)c3cccc4nsnc34)CC2C)c1 (stereo unspecified)
79) CCOC(=O)c1cc(-c2ccccc2)n(-c2cccc(C(=O)Nc3cccc(SC)c3)c2)c1C
80) COc1cc(OC)c(NC(=O)c2cc(CN3CCOCC3)on2)cc1Cl
81) COc1ccc(C(=O)Nc2nc3nc(C)c(Cl)c(=O)n3[nH]2)cc1
82) CCOc1ccccc1NC(=O)NC(CC)c1c(-n2cccc2)sc2c1CCN(C)C2 (stereo unspecified)
83) COc1ccc(C)cc1NC(=O)CN(c1ccccc1)S(=O)(=O)N(C)C
entry no.,76,77,78,79,80,81,82,83
Tb PYK inh,3%,5%,-3%,6%[15.4 µM],-3%,-12%,-1%,-1%
Sm TGR block,-10%,-1%,-10%,12%,1%,9%,-12%,10%

Screens deposited in PubChem by National Center for Advancing Translational Sciences (NCATS).
